# Compound activity from PubChem BioAssay.
# NALP1 inh: blocks the NALP1 inflammasome reconstituted in yeast | inhibition, % at 10 µM | S. cerevisiae NALP1/ASC/caspase-1 growth, X-gal OD620, 72 h | hit rate 0.61% among 280,000; in the data active = inhibition mostly above about 24%, no sharp cut-off; inactive = mostly below about 32%; note: some compounds called inactive have numbers as strong as hits
# GalR3 antag: blocks the human galanin receptor 3 | HEK293 GalR3-CNG cAMP membrane potential fluorescence; galR3 body fused to GalR1 C-terminus | inhibition, % at 3 µM | O60755 | hit rate 0.44% among 360,000;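 active = inhibition above the screen-wide average plus 3 SD, cut at about 13% in these data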;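 note: forskolin and galanin both at EC90 stimulate the cells; cAMP rise reported by CNG channel membrane potential dye signal; 0% = forskolin plus galanin with DMSO and 100% = forskolin alone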
# Target sequence (O60755 1-299 limits assumed): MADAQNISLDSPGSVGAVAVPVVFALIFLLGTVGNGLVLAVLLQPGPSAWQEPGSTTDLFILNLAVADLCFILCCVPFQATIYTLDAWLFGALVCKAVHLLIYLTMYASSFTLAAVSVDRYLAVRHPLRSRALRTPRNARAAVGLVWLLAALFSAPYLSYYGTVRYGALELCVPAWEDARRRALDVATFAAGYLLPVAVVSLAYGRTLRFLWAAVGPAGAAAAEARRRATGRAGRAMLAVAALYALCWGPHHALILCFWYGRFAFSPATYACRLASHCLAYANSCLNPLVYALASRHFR
# V1R ag counter: counter-screen for oxytocin receptor agonists: human V1a receptor agonists; P37288; CHO-V1R cells, Fluo-8 calcium fluorescence, agonist mode; 0% DMSO, 100% 3 nM vasopressin; activation, % at 3 µM; hit rate 0.25% among 320,000;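 active = activation above the mean activation of all tested compounds plus 3 SD, per screening run, cut at about 20% in these data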;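 note: signal is peak over basal fluorescence ratio across a 100 second FLIPR read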
# MEKK2 WT-MEK5: raises or lowers MEK5 binding to wildtype human MEKK2 PB1 domain | Q9Y2U5 | bead flow cytometry, Alexa488-MEK5 binding to MEKK2 WT; actives lie on both sides | binding response (% of control), % at 10 µM | hit rate 1.1% among 290,000; in the data active = binding response below about 67% or above about 130%
# GPR7 antag: antagonists of human GPR7 (neuropeptides B/W receptor 1). P48145. GPR7-expressing cells, fluorescence antagonist assay. inhibition, % at 4.4 µM. hit rate 1.1% among 290,000; in the data active = inhibition above about 16%, passing the limit was not always enough;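 note: cells stimulated with the agonist NPW; 0% = agonist with vehicle and 100% = vehicle without agonist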
# Target sequence (P48145 whole entry, looked up): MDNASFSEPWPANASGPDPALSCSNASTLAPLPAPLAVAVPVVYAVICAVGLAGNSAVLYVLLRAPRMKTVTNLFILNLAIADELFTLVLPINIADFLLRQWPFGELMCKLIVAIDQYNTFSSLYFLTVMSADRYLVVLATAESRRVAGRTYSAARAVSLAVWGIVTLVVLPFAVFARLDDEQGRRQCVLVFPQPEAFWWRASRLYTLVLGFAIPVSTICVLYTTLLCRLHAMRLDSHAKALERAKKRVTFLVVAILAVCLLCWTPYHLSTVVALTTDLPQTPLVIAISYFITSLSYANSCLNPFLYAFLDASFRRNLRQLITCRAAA
# OXTR ag: agonists of human oxytocin receptor; P30559; CHO-OTR cells, Fluo-8 calcium fluorescence; normalized: DMSO 0%, oxytocin 100%; activation, % at 3 µM; hit rate 0.32% among 320,000;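 active = activation above the mean of all tested compounds plus 3 SD, cutoff set per screening run, cut at about 20% in these data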;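 note: peak over basal fluorescence ratio from a 100 s FLIPR kinetic read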
# PHOSPHO1 block: blocks human PHOSPHO1 phosphatase activity; hit rate 1.1% among 290,000; inhibition, % at 13.3 µM; Q8TCT1; recombinant PHOSPHO1, absorbance phosphatase assay; in the data active = inhibition above about 60%
# Target sequence (Q8TCT1 whole entry, looked up): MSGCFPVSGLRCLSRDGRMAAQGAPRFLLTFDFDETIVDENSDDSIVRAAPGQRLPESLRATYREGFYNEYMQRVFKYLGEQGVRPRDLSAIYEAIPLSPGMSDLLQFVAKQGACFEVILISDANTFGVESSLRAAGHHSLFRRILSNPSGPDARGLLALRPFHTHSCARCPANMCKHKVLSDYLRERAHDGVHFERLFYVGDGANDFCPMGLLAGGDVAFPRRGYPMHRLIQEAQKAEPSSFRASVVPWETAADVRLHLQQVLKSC
# MEKK3 PB1 HTS: MEKK3-MEK5 PB1 interaction, increase or decrease; bead-based flow cytometry, Alexa488-MEK5 binding to MEKK3; actives lie on both sides; 0 = blocked by unlabeled MEK5, 100 = vehicle; Q99759; binding response (% of control), % at 10 µM; hit rate 1.4% among 290,000;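 active = binding response more than 3 SD above or below the average of its plate-row segment, actives on both sides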;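 note: Alexa488 bead fluorescence after subtracting the streptavidin-only scavenger bead signal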
# MEKK2 mut-MEK5: signal of MEK5 binding to mutant human MEKK2 PB1 domain. bead flow cytometry, Alexa488-MEK5 binding to MEKK2 mutant. percent response, % at 10 µM. hit rate 0.35% among 290,000. AID 1530; in the data active = percent response above about 24%, passing the limit was not always enough; note: inactives centre near 1; some results filed as inactive read as strong as hits; reference of the scale not given here
# * = called active by the depositor; nt = not tested or not shown; [ ] = remark or other dose. This is a random part of the collection (roughly 5.4% active in at least one column).
SMILES,NALP1 inh,GalR3 antag,V1R ag counter,MEKK2 WT-MEK5,GPR7 antag,OXTR ag,PHOSPHO1 block,MEKK3 PB1 HTS,MEKK2 mut-MEK5
O=C(Nc1ccc(N2CCOCC2)c(Cl)c1)c1ccc(S(=O)(=O)N2CCOCC2)cc1,-4,-7,7.6,93,-6,8.2,12,100,0
CCCN(CCC)S(=O)(=O)c1ccc(Cl)c([N+](=O)[O-])c1,5,-14,-1.3,79,42*,-2.2,44,72,-7
CSc1nc2ccccc2c(=O)n1N,3,-3,-0.2,100,6,-1.5,-29,102,3
CN(Cc1ccc(-n2cccn2)cc1)Cc1nc(-c2cnccn2)no1,1,1,-0.2,101,-10,-0.6,50,101,4
COc1ccc(C(=O)Nc2ccc(NC(=O)c3cccs3)cn2)cc1,-1,-2,2.3,103,-13,2.0,11,101,6
COc1cccc(NC(=O)CNC(=O)c2ccc(F)cc2)c1,16,3,2.1,96,-16,-1.0,-6,97,-3
CN1CCOC(=O)/C1=N/Nc1cc(Cl)ccc1Cl,11,-1,-0.3,101,-24,-0.5,54,101,-1
COc1ccc(/C=N/n2cnc3c([nH]c4ccccc43)c2=O)cc1CO,nt,-7,0.1,93,-20,6.2,32,88,-19
O=C1C=C(N2CCOCC2)C2(CCCCC2)O1,6,3,0.0,82,-8,0.2,41,92,-13
CCC(c1nnnn1Cc1ccco1)N(Cc1cc2cc(C)cc(C)c2[nH]c1=O)CC1CCCO1 (configuration not stated),4,0,-0.4,110,3,-1.2,6,110,14
O=C(COC(=O)c1ccc(Cl)c(S(=O)(=O)N2CCCCC2)c1)NCc1ccco1,6,-1,-0.2,102,4,-1.3,-13,100,1
Cc1c(Cl)cccc1NC(=O)c1ncn[nH]1,nt,0,0.2,94,-10,-0.4,4,95,2
O=C(NC(=S)NC1CCS(=O)(=O)C1)c1ccccc1F (configuration not stated),14,-1,0.8,104,-4,0.1,9,101,4
Cc1ccc(C(=O)C(OC(=O)CN2C(=O)c3ccccc3C2=O)c2ccccc2)cc1 (configuration not stated),9,-4,0.4,100,-7,-0.2,19,103,-2
Cc1ccccc1-n1c(SC(C)C(=O)N2CCN(C)CC2)nc2ccccc2c1=O (configuration not stated),-5,nt,-0.3,nt,1,0.3,10,nt,nt
CC(C)[C@H](NC(N)=O)C(=O)Nc1cccc([N+](=O)[O-])c1,0,-1,-0.6,132,-9,0.3,36,143*,7
O=C(CN(C1CC1)S(=O)(=O)c1ccc(S(=O)(=O)NC2CCCCC2)cc1)Nc1ccccc1,-3,0,nt,99,5,nt,-16,101,3
O=C(CN1CCOc2ccccc21)NCc1ccc(Cl)cc1,35,1,0.6,102,0,0.4,-4,111,-4
CCNc1nc(Oc2ccc(=O)[nH]n2)nc(N2CCOCC2)n1,-5,-3,0.5,89,-3,0.4,2,95,-2
Cc1ccc(CN(Cc2cc3cc(C)ccc3[nH]c2=O)C(=O)N2CCOCC2)cc1,13,-4,-0.3,103,-6,-0.4,14,103,2
O=C(CSc1nc(-c2ccc(F)cc2)cc(C(F)(F)F)n1)Nc1ccc2c(c1)OCO2,nt,0,-0.7,107,-5,-2.1,7,107,3
CN(C)c1ccc(NC(=O)CC2NCCNC2=O)cc1 (configuration not stated),8,-6,1.0,93,-1,1.5,-41,94,-9
Cc1c(NC(=O)/C(=C/c2cccs2)NC(=O)c2ccccc2)c(=O)n(-c2ccccc2)n1C,-13,-6,0.4,93,-15,-0.3,4,100,0
Cc1occc1-c1nnc(SCC(=O)c2ccc(Cl)cc2)n1C,9,-1,0.7,107,-4,-1.4,-16,104,4
CCOC(=O)C1CCN(C(=O)CCN2C(=O)C3C4C=CC(C4)C3C2=O)CC1 (configuration not stated),10,-2,1.6,107,-5,0.4,4,106,2
O=C(NCCCNC(=O)c1ccccn1)c1cccc(F)c1,1,-7,0.2,103,-11,1.0,26,104,1
Cc1cccc(OCC(=O)N2CCN(C(=O)c3cccs3)CC2)c1,0,-3,-0.1,104,1,0.8,16,96,-2
N#Cc1ccccc1CSc1nc2ccc(NC(=O)c3ccccc3C(=O)O)cc2s1,-13,-4,-0.4,100,4,-0.7,2,101,2
O=C1CSC(=S)N1/N=C/c1cccnc1,nt,1,-2.1,101,-11,1.0,-6,99,-3
COc1ccc(CN2CN(C(C)C)CSC2=S)cc1,-16,-4,0.5,95,-23,0.7,10,91,-6
O=C(O)c1cc(S(=O)(=O)NC(CO)C(O)c2ccc([N+](=O)[O-])cc2)ccc1Br (configuration not stated),4,-3,-0.1,103,0,-0.2,-18,103,5
O=C(NC1CCCCCC1)C1CCN(C(=O)c2ccc(Br)cc2)CC1,4,-2,1.9,105,-15,0.5,47,98,6
Cn1c(SCc2c(Cl)cccc2Cl)nc(C(F)(F)F)cc1=O,0,-3,-0.7,105,3,-0.6,7,99,3
Cc1ccc(-n2c(C)cc(/C=c3/sc4nc5ccccc5n4c3=O)c2C)cc1,21,nt,-0.1,102,2,0.8,62*,104,1
Cc1c(C=O)c2ccccn2c1C(=O)c1ccc(Cl)c([N+](=O)[O-])c1,-9,-5,0.0,97,-1,0.3,29,98,-2
O=C(CSc1nnnn1Cc1ccccc1)c1ccccc1,4,-5,-0.5,104,6,-1.3,7,105,7
Cc1ccc(-c2ccc(=O)n(CC(=O)Nc3ccc4c(c3)OCCO4)n2)cc1,-10,5,-0.1,88,6,0.9,37,102,-11
CCOc1cc(S(=O)(=O)Nc2ccccn2)ccc1F,-10,-2,0.7,102,-3,0.4,33,103,3
Cc1cnc(C(=O)OCC(=O)NC2CCCCC2)cn1,-4,-1,-0.6,99,1,-1.3,32,96,-2
C/C(=N\NC(=O)c1cc(C2CC2)nc2ccccc12)c1ccc(O)cc1O,12,-14,1.3,97,-7,0.2,12,98,-3
CCOc1ccc2nc(NC(=O)c3cc([N+](=O)[O-])ccc3N3CCOCC3)sc2c1,17,-2,0.9,101,-5,0.3,-10,94,-1
CC1CCN(C(C(=O)Nc2ccc(C(C)C)cc2)c2ccc3c(c2)OCO3)CC1 (configuration not stated),38*,-1,0.9,108,-3,2.1,9,100,4
COc1ccc(-c2[nH]c3ccccc3c2SCCN)cc1,9,-7,2.1,124,17,5.9,6,102,15
O=C(NCc1c(Cl)cccc1Cl)c1ccc2nnsc2c1,18,2,-1.5,98,4,-2.6,33,100,-3
CCCCNc1nc2c(c(=O)n(Cc3ccccc3)c(=O)n2C)n1C,13,-10,0.6,103,-7,-0.3,33,103,4
C=CCn1ncc(OC)c(Cl)c1=O,-7,nt,0.4,95,2,0.5,12,90,2
COc1ccccc1Cc1noc(COc2cccc(C)c2C)n1,16,-4,-0.4,98,0,-0.5,-3,105,-1
C#CCO[C@@H]1C[C@H](n2ccc(NC(=O)c3ccccc3)nc2=O)O[C@@H]1CO,nt,2,0.8,96,nt,0.6,35,108,4

# A different layout for some results above:
mol	NALP1 inh	GalR3 antag	V1R ag counter	MEKK2 WT-MEK5	GPR7 antag	OXTR ag	PHOSPHO1 block	MEKK3 PB1 HTS	MEKK2 mut-MEK5
Cc1c(C=O)c2ccccn2c1C(=O)c1ccc(Cl)c([N+](=O)[O-])c1	-9	-5	0.0	97	-1	0.3	29	98	-2
O=C(CSc1nnnn1Cc1ccccc1)c1ccccc1	4	-5	-0.5	104	6	-1.3	7	105	7
Cc1ccc(-c2ccc(=O)n(CC(=O)Nc3ccc4c(c3)OCCO4)n2)cc1	-10	5	-0.1	88	6	0.9	37	102	-11
CCOc1cc(S(=O)(=O)Nc2ccccn2)ccc1F	-10	-2	0.7	102	-3	0.4	33	103	3
Cc1cnc(C(=O)OCC(=O)NC2CCCCC2)cn1	-4	-1	-0.6	99	1	-1.3	32	96	-2
C/C(=N\NC(=O)c1cc(C2CC2)nc2ccccc12)c1ccc(O)cc1O	12	-14	1.3	97	-7	0.2	12	98	-3
CCOc1ccc2nc(NC(=O)c3cc([N+](=O)[O-])ccc3N3CCOCC3)sc2c1	17	-2	0.9	101	-5	0.3	-10	94	-1
CC1CCN(C(C(=O)Nc2ccc(C(C)C)cc2)c2ccc3c(c2)OCO3)CC1 (configuration not stated)	38*	-1	0.9	108	-3	2.1	9	100	4
COc1ccc(-c2[nH]c3ccccc3c2SCCN)cc1	9	-7	2.1	124	17	5.9	6	102	15
O=C(NCc1c(Cl)cccc1Cl)c1ccc2nnsc2c1	18	2	-1.5	98	4	-2.6	33	100	-3
CCCCNc1nc2c(c(=O)n(Cc3ccccc3)c(=O)n2C)n1C	13	-10	0.6	103	-7	-0.3	33	103	4
C=CCn1ncc(OC)c(Cl)c1=O	-7	nt	0.4	95	2	0.5	12	90	2
COc1ccccc1Cc1noc(COc2cccc(C)c2C)n1	16	-4	-0.4	98	0	-0.5	-3	105	-1
C#CCO[C@@H]1C[C@H](n2ccc(NC(=O)c3ccccc3)nc2=O)O[C@@H]1CO	nt	2	0.8	96	nt	0.6	35	108	4

# (continued)
SMILES,NALP1 inh,GalR3 antag,V1R ag counter,MEKK2 WT-MEK5,GPR7 antag,OXTR ag,PHOSPHO1 block,MEKK3 PB1 HTS,MEKK2 mut-MEK5
CC(=O)N1CCc2cc(Br)cc(S(=O)(=O)NCCCN3CCCC(C)C3)c21 (configuration not stated),1,-6,0.3,108,-4,-0.1,7,99,3
O=C(CN1CCOCC1)N1CCN(c2nnc(-c3ccccc3)c3ccccc23)CC1,-4,-3,0.1,109,5,-0.3,16,109,7
CCCCOC(=O)c1ccc(NC(=O)c2c(Cl)ccc(Cl)c2OC)cc1,25,-5,0.3,98,-5,0.1,-5,99,2
CCOc1ccc(NCc2nnc(SCc3ccccc3Cl)n2-c2ccccc2)cc1,-3,-5,-1.3,92,-7,-0.8,24,97,-9
COc1cc(C2Nc3cccc4cccc(c34)N2)cc(OC)c1O,-19,7,1.0,76,-6,-0.7,0,64,-10
O=C(CSc1ncccc1-c1nc2ccccc2[nH]1)NC1CC1,14,-3,1.1,104,1,0.8,13,103,8
Cc1cc(O)c(NC(=O)c2cccc([N+](=O)[O-])c2)cc1C,nt,-4,0.9,101,-6,0.9,20,104,-3
N#Cc1c(-n2cccc2/C=N/O)sc2c1CCCC2,-16,-5,3.2,99,9,-0.6,7,98,5
COc1cccc(OC)c1C(=O)Nc1ccc(N2CCN(S(C)(=O)=O)CC2)cc1,28,4,1.2,115,-6,-0.8,11,108,3
N=c1c2c(-c3ccccc3)c(-c3ccccc3)oc2ncn1Cc1ccco1,23,-7,0.5,92,-7,-2.2,9,93,-4
O=C(O)CC/C(=N/Nc1ccc([N+](=O)[O-])cc1)C(=O)O,34,-7,0.8,71,-3,-0.7,-4,75*[inhibitor],-26
CCOC(=O)C1(CCCc2ccccc2)CCN(C(=O)C(C)n2cncn2)CC1 (configuration not stated),-2,0,0.2,98,-18,1.0,14,101,7
O=C(CSc1nc(-c2ccccc2)cs1)NC(=O)NCc1ccco1,6,-10,0.8,96,-15,-2.4,15,97,-2
CCCCNC(=S)NNc1c(Cl)cc(Cl)cc1Cl,5,-2,-1.5,112,-5,-2.7,6,116,-1
Cc1ccsc1C(=O)Nc1nccs1,2,-10,-0.3,101,-16,-0.2,4,97,4
CC(C(=O)N1CCCCC1)n1sc2ccccc2c1=O (configuration not stated),-24,-1,0.8,103,-12,-1.2,-35,103,6
